Assay outcomes: PubChem, The Scripps Research Institute Molecular Screening Center
HTRA1 inh: HTRA1 serine protease inhibitors, primary screen, biochemical, fluorescence polarization, HTS. recombinant HTRA1, FP-rhodamine activity-based probe. inhibition, % at 5.96 µM. hit rate 0.5% among 340,000. AID 504803, 2011; in the data active = inhibition above about 36%;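 also: 0% = enzyme with DMSO and 100% = wells lacking enzyme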
Target sequence (Q92743 whole entry, looked up): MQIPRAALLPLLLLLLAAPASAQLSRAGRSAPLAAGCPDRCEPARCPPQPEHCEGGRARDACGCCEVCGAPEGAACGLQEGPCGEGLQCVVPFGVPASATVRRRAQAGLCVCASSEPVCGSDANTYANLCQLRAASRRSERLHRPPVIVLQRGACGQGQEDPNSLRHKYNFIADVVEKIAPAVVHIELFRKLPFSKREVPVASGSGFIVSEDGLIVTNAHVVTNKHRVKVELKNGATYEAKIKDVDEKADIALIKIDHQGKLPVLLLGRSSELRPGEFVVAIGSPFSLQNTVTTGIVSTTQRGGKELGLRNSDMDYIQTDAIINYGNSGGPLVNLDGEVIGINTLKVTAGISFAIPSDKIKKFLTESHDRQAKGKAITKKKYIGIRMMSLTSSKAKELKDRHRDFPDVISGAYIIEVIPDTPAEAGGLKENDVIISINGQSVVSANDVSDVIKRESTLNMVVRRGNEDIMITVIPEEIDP
* = called active by the depositor. An excerpt, so the mix of outcomes need not match the whole.

SMILES | HTRA1 inh
O=C1C2CC=C(Cl)CC2C(=O)N1CC1Cc2ccccc2CO1 (stereo not drawn) | 15
O=C(O)CCSc1nnc(-c2cccnc2)n1-c1ccccc1 | 1
FC(F)(F)c1ccc(N2CCOCC2)c(Nc2nc3ccccc3n3cnnc23)c1 | -12
COc1ccc(-c2nc(CS(=O)CC(=O)NCc3ccccn3)c(C)o2)cc1 (stereo not drawn) | 16
CC(=O)N/C(=C\c1ccc(Br)s1)C(=O)O | -2
O=C1CSC(=Nc2cc(Cl)ccc2Cl)N1 | 7
Cc1noc(/C=C/c2ccc(-c3ccccc3Cl)o2)c1[N+](=O)[O-] | 0
CC1CCC(=C(C#N)c2nc(-c3cc4ccccc4oc3=O)cs2)CC1 (stereo not drawn) | -14
CCCCCCCCCCOC(=O)Cn1c(COc2ccccc2C)[n+](C)c2ccccc21 | 32
CCOc1ccc2nc(NC(=O)C(CCSC)NS(=O)(=O)c3cccs3)sc2c1 (stereo not drawn) | -26
COc1cc2cc(C(c3nnnn3C3CCCCC3)N(C)C3CCCCC3)c(=O)[nH]c2cc1OC (stereo not drawn) | -6
CN(C)CC(CCC(CN(C)C)C(=O)c1ccccc1)C(=O)c1ccccc1 (stereo not drawn) | 7
Cc1cccc(CC(=O)NCC2CCCCC2)c1 | -3
COC(=O)c1cn(C(=O)c2ccccc2F)nc1N | 0
CCN1C(=O)c2c(C)nc3ccccc3c2C1=O | -5
Cc1ccc(S(=O)(=O)Nc2c(NC3CCCCC3)c3ccccc3oc2=O)c(C)c1 | -40
CCOC(=O)N1CCN(S(=O)(=O)c2ccc3c(c2)CCN3C(=O)C2CCC2)CC1 | 0
COc1cccc(C2/C(=C(\O)c3ccc4c(c3)OCCO4)C(=O)C(=O)N2CCCN2CCOCC2)c1OC (stereo not drawn) | 4
Cc1cc(OCC(=O)NC2CC2)c2c(C)cc(=O)oc2c1 | 4
C/C(CCN1CCc2nc(-c3ccccc3)c(-c3ccccc3)cc2C1)=N\O[C@@H](C)c1cc(-c2c(C)cc(C)cc2C)no1 | -26
COc1ccc(C(=O)N2CCN(c3ncccn3)CC2)cc1 | 3
Cc1cc(C(=O)COC(=O)c2cc(O)c3ccccc3c2O)c(C)n1CC1CCCO1 (stereo not drawn) | 26
CCCCNC(=S)NNC(=O)c1sccc1C | 2
C#CCOCCOCCOCCNc1nc(N2CCN(C(=O)C([C@@H](C)CC)n3cc(C(N)Cc4ccc(O)cc4)nn3)CC2)nc(N2CCN(C(=O)[C@H](CCC(=O)O)n3cc(C(N)CO)nn3)CC2)n1 (stereo partly drawn) | 2
Cc1ccc(CNC(=O)COC(=O)c2cnccn2)cc1 | 3
CCn1cc(C2=NOC(C(=O)Nc3ccccc3C(=O)OC)C2)c(C)n1 (stereo not drawn) | -6
O=C(CSc1nc2ccccc2c(=O)[nH]1)N1CCN(S(=O)(=O)c2ccccc2)CC1 | -2
Nc1c(NCc2ccccc2)c(=O)[nH]c(=O)n1Cc1ccccc1 | 6
Cc1ccc2nc(NC(=O)CCNS(=O)(=O)c3ccc(Br)s3)sc2c1 | -47
CC(N=Cc1cccc(O)c1O)c1ccccc1 (stereo not drawn) | 66*
COc1ccc2cc1Oc1ccc(cc1)CC1c3c(cc(OC)c4c3Oc3cc5c(cc3O4)CCNC5C2)CCN1C (stereo not drawn) | -17
Oc1ccc(Nc2nc(-c3ccccc3)nc3ccccc23)cc1 | -3
CC(C)CCOc1ccc(C2(C)NC(=O)N(CN3CCOCC3)C2=O)cc1 (stereo not drawn) | -3
O=C(CSc1nc2ccccc2c(=O)n1-c1ccc(F)cc1)NCc1ccco1 | -8
O=C(NCCN1CCOCC1)c1cc(-c2ccc(Cl)cc2)on1 | 4
COC(=O)/C=C1\N/C(=N/c2nc(C)c3cc(OC)ccc3n2)NC1=O | 1
O=C(NCc1ccc2c(c1)OCO2)c1cc([N+](=O)[O-])ccc1N1CCOCC1 | -6
O=C1NN(c2cccc(Br)c2)C(=O)/C1=C/c1ccc(-c2cc([N+](=O)[O-])ccc2O)o1 | 6
CN1CCN(C(=O)CCCN2C(=O)/C(=C/c3ccc(Cl)cc3)SC2=S)CC1 | -3
CC1=CC(C)(C)N2C(=O)C3(C(C#N)=C(N)Oc4cc(O)ccc43)c3c(C)c(C)cc1c32 (stereo not drawn) | -47

Brought forward from above: 4 entries, followed by the next part.
SMILES | HTRA1 inh
O=C(NCc1ccc2c(c1)OCO2)c1cc([N+](=O)[O-])ccc1N1CCOCC1 | -6
O=C1NN(c2cccc(Br)c2)C(=O)/C1=C/c1ccc(-c2cc([N+](=O)[O-])ccc2O)o1 | 6
CN1CCN(C(=O)CCCN2C(=O)/C(=C/c3ccc(Cl)cc3)SC2=S)CC1 | -3
CC1=CC(C)(C)N2C(=O)C3(C(C#N)=C(N)Oc4cc(O)ccc43)c3c(C)c(C)cc1c32 (stereo not drawn) | -47
CSc1ccc(-c2sc(Nc3ccccc3)n[n+]2-c2ccccc2)cc1 | -10
CCOC(=O)C(CCCCOc1ccc([N+](=O)[O-])cc1)C(=O)OCC | -8
CC1C/C(=C/c2ccccn2)C(=O)/C(=C/c2ccccn2)C1 (stereo not drawn) | 6
O=c1c2ccccc2nc2n1CC/C2=C/N1CCN(c2cccc(C(F)(F)F)c2)CC1 | 27
C#CC(=O)N(c1cc(OC)ccc1OC)C(C(=O)NC1CCCC1)c1cccs1 (stereo not drawn) | -4
O=C(/C=C/c1ccc(Br)o1)OCc1nc2ccsc2c(=O)[nH]1 | 6
CCC(NC(=S)NC1CCCCC1)c1ccc(C)cc1 (stereo not drawn) | -18
CC(=O)Nc1ccc(NC(=O)CCn2c(=O)oc3ccccc32)cc1 | -1
Cc1cccn2c(=O)c(/C=N/O)c(N3CCCCC3)nc12 | 0
COC(=O)Cn1cnc2c(cnn2-c2ccc(C)cc2)c1=O | -3

Quoted from the listing.
Reading for Cc1cccn2c(=O)c(/C=N/O)c(N3CCCCC3)nc12 under HTRA1 inh: 0
Reading for O=C(/C=C/c1ccc(Br)o1)OCc1nc2ccsc2c(=O)[nH]1 under HTRA1 inh: 6

Further results follow:
SMILES | HTRA1 inh
CCOc1ccccc1-n1c(SCC(N)=O)nnc1-c1ccco1 | -4
CC(=O)Nc1nc2n(n1)C(c1ccccc1)C=C(c1ccccc1)N2 (stereo not drawn) | 1
O=C(CCN1CCc2ccccc2C1)c1ccc2c(c1)OCCO2 | 4
COC(=O)C1=C(C(=O)OC)[C@@H]2N(C)c3ccccc3[C@@]23C[C@@H](C(=O)OC)N(C(=O)COCc2ccccc2)C3=N1 | 10
O=c1cc(CN2CCOCC2)c2c(ccc3ccccc32)o1 | -3
S=C(NCCc1cccc(Cl)c1)NCc1ccccc1 | -19
CCOC(=O)N1CCC(NC(=O)CSCc2nc(-c3sccc3C)oc2C)CC1 | -3
COc1cc2[nH]c3c(N4CCN(c5ccccn5)CC4)ncnc3c2cc1OC | -2
O=C(Nc1ccc(-n2cnnn2)cc1)c1cn2ccccc2n1 | 3
Cc1onc(-c2ccccc2Cl)c1C(=O)Nc1cccc(-c2cn3cccnc3n2)c1 | -13
CS(=O)(=O)Nc1ccc(C(=O)NCCSC2CCCCC2)cc1 | -1
CCOC(=O)/C(=C\c1cccnc1)C(=O)c1cc(C(C)=O)c(Nc2ccccc2)s1 | -46
Cc1ccc(N=Cc2cc(Cc3ccccc3Cl)cc([N+](=O)[O-])c2O)c(O)c1 | 71*
COc1cc(NC(=O)COc2ccc(Cl)cc2)ccc1NC(=O)C(C)C | 3
CCCCC(=O)NC(c1ccc(OC)c(OC)c1)c1c(O)ccc2ccccc12 (stereo not drawn) | -8
O=C1/C(=C/N(C(=O)c2ccco2)c2ccc(Cl)cc2)Sc2ccccc21 | -3
CC(C)CCNC(=O)NC(=O)COC(=O)/C=C/c1cc(Br)ccc1F | 10
COc1ccc(/C=C/C(=O)c2oc3ccc(F)cc3c2C)cc1 | -20
O=C(Nc1ccc2c(c1)OCO2)C1CCCN(S(=O)(=O)c2cccs2)C1 (stereo not drawn) | 6
CCCCCCn1cc(C(=O)O)c(=O)c2cc(F)c(N3CCN(C)CC3)cc21 | 6

Structures shown so far with a Cl atom, in the order listed:
SMILES | HTRA1 inh
O=C1C2CC=C(Cl)CC2C(=O)N1CC1Cc2ccccc2CO1 (stereo not drawn) | 15
O=C1CSC(=Nc2cc(Cl)ccc2Cl)N1 | 7
Cc1noc(/C=C/c2ccc(-c3ccccc3Cl)o2)c1[N+](=O)[O-] | 0
O=C(NCCN1CCOCC1)c1cc(-c2ccc(Cl)cc2)on1 | 4
CN1CCN(C(=O)CCCN2C(=O)/C(=C/c3ccc(Cl)cc3)SC2=S)CC1 | -3
S=C(NCCc1cccc(Cl)c1)NCc1ccccc1 | -19
Cc1onc(-c2ccccc2Cl)c1C(=O)Nc1cccc(-c2cn3cccnc3n2)c1 | -13
Cc1ccc(N=Cc2cc(Cc3ccccc3Cl)cc([N+](=O)[O-])c2O)c(O)c1 | 71*
COc1cc(NC(=O)COc2ccc(Cl)cc2)ccc1NC(=O)C(C)C | 3
O=C1/C(=C/N(C(=O)c2ccco2)c2ccc(Cl)cc2)Sc2ccccc21 | -3

New compounds follow
SMILES | HTRA1 inh
CCOc1ccc(S(=O)(=O)Nc2nccs2)cc1 | -4
O=C(NCCOC(=O)c1ccc(Cl)c(S(=O)(=O)N2CCCCC2)c1)c1ccncc1 | -5
O=S(=O)(c1cc(-c2nnc(-c3ccc(Br)cc3)o2)ccc1Br)N1CCCCCC1 | 0
C#CCOCCOCCOCCNc1nc(N2CCN(C(=O)[C@H](Cc3ccc(O)cc3)n3cc([C@@H](N)C(C)CC)nn3)CC2)nc(N2CCN(C(=O)[C@H](CCCCN)n3cc([C@@H](N)CO)nn3)CC2)n1 (stereo partly drawn) | -4
COc1ccc(NC(=O)COC(=O)c2cc3c(s2)CCC3)cc1 | -14
CCCCOC(=O)c1ccc(NC(=O)c2ocnc2C)cc1 | -14
CCc1ccc(OCC2c3cc(OC)c(OC)cc3CCN2C(C)=O)cc1 (stereo not drawn) | -3
C[N+](C)(C)CCOP(=O)(O)OP(=O)([O-])OC[C@H]1O[C@@H](n2ccc(N)nc2=O)[C@H](O)[C@@H]1O | -1
C1CCN(c2nc3nonc3nc2N2CCCCC2)CC1 | 2
COC(=O)c1ccccc1NC(=O)Oc1ccc(C(C)C)cc1 | 6
Cc1ccccc1NC(=O)c1nc2nccc(C)n2n1 | 1
COc1ccc(NC(=O)/C(C#N)=C/c2ccc(OCCN3CCOCC3)c(OC)c2)c(OC)c1 | 4
Cc1cc(C)cc(NC(=O)C2CCCN(c3nccc(C)n3)C2)c1 (stereo not drawn) | -8
COc1ccc2c(c1)O[C@@H](c1cccc(C(F)(F)F)c1)[C@H](O)C2=O | -17
COc1ccc(OC)c(NC(=O)Nc2ccc(Cl)cc2)c1 | -17
COc1ccnc(-n2cccc2C=O)c1C#N | -1
O=C1NC(=O)C(CC(=O)N(c2ccccc2)C2(C(=O)NC3CCCC3)CCCCC2)N1 (stereo not drawn) | 7
COc1ccc(NC(=O)CCn2cc(C)c3ccccc32)cc1 | 6
COc1cc(OC)cc(-c2sc3ccc(OC)cc3c2-c2ccc(OCCN3CCOCC3)cc2)c1 | -37
CCOc1cc(CNCCO)cc(Br)c1OCc1cccs1 | 8
CCn1c(=O)c([N+](=O)[O-])c(Cl)c2ccccc21 | 10
CCOc1ccc(/C=C/C(=O)OCC(=O)c2ccccc2OC)cc1OC | -1
COCCNC(=O)C(c1ccc(Cl)cc1)N(C(=O)Cn1nnc2ccccc21)c1cccnc1 (stereo not drawn) | 7
O=C(CSc1nc2sc3c(c2c(=O)n1-c1ccccc1)CCCC3)N/N=C/c1ccccc1C(=O)O | -3
Cc1ccc(C(=O)C2=C(O)C(=O)N(Cc3cccnc3)C2c2ccc(Cl)c(Cl)c2)o1 (stereo not drawn) | 3
COc1ccc(N2CSC3=C(C#N)C(c4cc(OC)ccc4OC)CC(=O)N3C2)c(OC)c1 (stereo not drawn) | 12
CCCC(=O)NNC(=O)Nc1ccccc1 | 6
c1ccc(-c2c3ccccc3nc3[nH]c4ccccc4c23)cc1 | -62
O=C(CC1SC(=Nc2ccc(O)cc2)NC1=O)Nc1ccccc1 (stereo not drawn) | -2
CCCc1nc(SCC(=O)N2CCCc3ccccc32)c2c(=O)n(C)c(=O)n(C)c2n1 | -1
Cc1ccc2oc3c(c(=O)c2c1)C(c1cccs1)N(CCCN(C)C)C3=O (stereo not drawn) | 2
CCCC(=O)N(CCN1CCOCC1)c1nc2c(OCC)cccc2s1 | 6
CS(=O)(=O)c1ncc(Cl)c(C(=O)Nc2ccc(OC(F)F)cc2)n1 | -26
CCOc1ccc2ncc(C(=O)c3ccc(OC)cc3)c(N3CCN(CC)CC3)c2c1 | -3
COc1ccc(/C=C\C(=O)O[C@@H]2C(O)C(O[C@@H]3OC(C)[C@H](O[C@@H]4OCC(O[C@H]5O[C@H](CO)[C@@H](O)C(O)C5O)C(O)C4O)C(O)C3O)[C@H](OC(=O)[C@]34CCC(C)(C)C[C@@H]3C3=CCC5[C@@]6(C)CC(O)C(O[C@@H]7OC(CO)C(O)[C@H](O)[C@H]7O)[C@@](C)(C(=O)O)C6CC[C@@]5(C)[C@]3(CO)CC4)O[C@H]2C)cc1 (stereo partly drawn) | -5
CCOc1ccc(S(=O)(=O)N2CCCCC2)cc1NC(=O)CN1C(=O)NC(C)(c2ccc(C)cc2)C1=O (stereo not drawn) | -52
CCC(C)NC(=O)c1ccccc1NC(=O)c1ccc(CSc2ccc(C)cc2)cc1 (stereo not drawn) | -3
COC(=O)Cc1nc(NC(=O)c2cccs2)sc1C | 1
CCn1nc(C)c(CN2CCCCC2C(=O)Nc2ccc(Oc3cccnc3)cc2)c1C (stereo not drawn) | 1
COc1ccc(-c2nnn(CC(=O)Nc3ccc4c(c3)OCCO4)n2)cc1OC | -5
